TRPC6 inhibitor: mouse TRPC6 channel inhibition. Q61143. HEK293-TRPC6, membrane potential dye, ACh-evoked depolarization; stronger effect = lower value. B-score at 10 µM. 310,000 compounds, 1.1% hits. AID 2553;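 active = B-score under library mean minus 3 SD, initial fluorescence not abnormally high, positive integrated signal ratio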;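 also: B-score derived from integrated fluorescence ratio over the kinetic read; more negative B-score means stronger inhibition of depolarization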
TRPC4 inh: TRPC4 (mouse) channel inhibition; Q9QUQ5; HEK293 TRPC4beta/mu-opioid, DAMGO-evoked Fluo4 calcium flux; stronger effect = lower value; B-score at 10 µM; 300,000 compounds, 0.39% hits; AID 2247;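 active = B-score over 3 SD under the library average, no early fluorescence shift, positive overall ratio signal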
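Assay system: HEK293 cells with stable TRPC4beta plus mu-opioid receptor expression; Probe or stimulus: DAMGO in two steps, submaximal then maximal; Dosing: single-point compound dosing; Measured by: Fluo4 calcium-dye fluorescence, kinetic read; Read-out basis: B score from integrated Fluo4 fluorescence ratio.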
MrgX1 PAM: human MrgX1 positive allosteric modulation, primary screen | AID 588675 | B-score at 10 µM | 310,000 compounds, 0.63% hits | MrgX1-HEK293, Fluo-4 calcium flux, FDSS; stronger effect = higher value | Q96LB2;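 active = plate-corrected calcium response at least 3 library SD above typical, normal starting fluorescence, not activating the receptor alone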;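 also: compound read alongside a low EC10 to EC30 dose of BAM8-22 agonist; peak minus trough fluorescence over baseline measured at the second addition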
Target sequence (Q96LB2 whole entry, looked up): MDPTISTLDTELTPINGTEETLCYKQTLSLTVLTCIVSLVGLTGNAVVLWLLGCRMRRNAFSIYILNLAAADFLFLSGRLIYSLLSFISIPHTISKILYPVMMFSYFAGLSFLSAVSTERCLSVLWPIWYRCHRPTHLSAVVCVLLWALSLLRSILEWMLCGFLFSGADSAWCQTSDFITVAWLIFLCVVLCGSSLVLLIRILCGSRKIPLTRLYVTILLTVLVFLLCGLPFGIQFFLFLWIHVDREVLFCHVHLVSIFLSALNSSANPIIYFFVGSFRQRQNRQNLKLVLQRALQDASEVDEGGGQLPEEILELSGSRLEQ
MrgX1 agonist: activates human MrgX1 receptor signaling. Q96LB2. MrgX1-HEK293 cells, Fluo-4 calcium fluorescence, agonist mode; stronger effect = higher value. B-score at 10 µM. 310,000 compounds, 0.44% hits. AID 588627;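 active = calcium response B-score plate-corrected fluorescence ratio at least 3 library SD, with starting fluorescence B-score inside 5 SD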
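Test system: Stable human MrgX1 HEK293 cell line | Schedule: Overnight plating before 1 h dye loading | Read-out basis: Baseline-normalised fluorescence change ratio, B-scored | Detection: Kinetic calcium dye fluorescence, Fluo-4 NW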
PolyA inh: yeast polyadenylation inhibition. calls only at 12 µM. 300,000 compounds, 0.02% hits. S. cerevisiae SKY197-pL101 polyadenylation reporter, beta-gal luminescence; efflux-impaired pdr1/pdr3 knockout yeast; score 100 = 6 SD above DMSO;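 active = lowest replicate activity score at least 50, where 100 means six control SD above control mean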;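 also: yeast exposed to compound for 9 h at 30 °C; higher score means more reporter readthrough which indicates perturbed polyadenylation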
AI-2 QS mod: modulators of Vibrio harveyi AI-2 quorum sensing system. Vibrio harveyi JMH597 AI-2 luminescence/OD600 ratio, 9 h; stronger effect = lower value; strain lacks LuxN and CqsS sensors; 0 = neutral-control median. activity change, % at 7.5 µM. 300,000 compounds, 0.4% hits. AID 2094; in the data active = activity change below about -75%, passing the limit was not always enough;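 also: luminescence divided by OD600 gain over 9 h not by final OD600 alone; inactives centre near 13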
HIF activator: HIF pathway transcriptional activation. U2OS HRE-luciferase reporter, luminescence; normalized: DMSO 0%, desferrioxamine 100%. activation, % at 7.5 µM (by protocol). 300,000 compounds, 0.32% hits. AID 1910;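 active = mean activation of at least 10% of the iron chelator positive control signal, with at least half of replicates also reaching 10%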
TRPC4 act: opens the mouse TRPC4 cation channel; Q9QUQ5; B-score at 10 µM; 310,000 compounds, 0.49% hits; HEK293 TRPC4beta/mu-opioid, Fluo4 calcium fluorescence; stronger effect = higher value; AID 2237;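 active = B-score above 5 SD of library B-scores, and initial fluorescence ratio not above library mean plus 5 SD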;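 also: positive B-score marks a calcium rise read as TRPC4 activation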
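Material: TRPC4beta and mu-opioid receptor HEK293 stable cells | Incubation: 45 min room-temperature Fluo4 loading, 110 s read | Detection: Kinetic Fluo4 calcium fluorescence | Measure: Integrated baseline-normalised fluorescence ratio, converted to per-well B score | Benchmarks: Low control buffer alone, high control maximal DAMGO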
TRPC6 act: mouse TRPC6 channel activation; Q61143; 310,000 compounds, 0.13% hits; AID 2550; HEK293-TRPC6 membrane potential dye fluorescence; stronger effect = higher value; B-score at 10 µM;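 active = B-score of the integrated fluorescence ratio above library mean plus 3 SD, and starting fluorescence ratio within library mean plus 5 SD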;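 also: higher score means more depolarization so channel activation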
MrgX1 antagonist: blocks BAM8-22 activation of human MrgX1 receptor; Q96LB2; MRGX1-HEK293 calcium flux, Fluo-4, BAM8-22 antagonism; stronger effect = lower value; B-score at 10 µM; 310,000 compounds, 1.3% hits; AID 588676;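 active = calcium-response B-score plate-corrected more than 3 library SD below zero, starting fluorescence within 5 deviations, no agonist response on first addition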;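 also: peak minus trough fluorescence over baseline after final BAM8-22 challenge near maximal dose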
TRPC4 PAM: TRPC4 (mouse) allosteric potentiation; Q9QUQ5; HEK293 TRPC4beta/mu-opioid, DAMGO EC20, Fluo-4 Ca2+ flux; stronger effect = higher value; B-score at 10 µM; 310,000 compounds, 0.42% hits;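 active = B-score of calcium response area above 5 SD of library B-scores, with initial fluorescence ratio within 5 SD of library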;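 also: B-score of integrated fluorescence ratio over time as area under calcium response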
Active calls of the source: *; i = inactive; / = no result given. This is a subset. The share of hits here may be higher or lower than overall.

SMILES	TRPC6 inhibitor	TRPC4 inh	MrgX1 PAM	MrgX1 agonist	PolyA inh	AI-2 QS mod	HIF activator	TRPC4 act	TRPC6 act	MrgX1 antagonist	TRPC4 PAM
CNC(=O)C1CC(=O)N(Cc2ccc(OC)c(OC)c2)C(=Nc2ccc(OC)cc2)S1 (stereo unspecified)	i	i	i	i	i	4	-0.5	i	i	i	i
COc1ccc(-c2nc(SCc3ccc(C#N)cc3)[nH]c(=O)c2C#N)cc1	i	i	i	i	i	3	1.1	i	i	i	i
O=C(NC(=S)Nc1ccc(NC(=O)c2ccccc2)cc1)c1ccc(F)cc1	i	i	i	i	i	22	0.5	i	i	i	i
Cc1c(C)n(Cc2ccccc2)c2ncnc(NCCCO)c12	i	i	i	i	i	8	-0.7	i	i	i	i
O=C(O)CNC(=O)c1ccc(NC(=O)/C(=C/c2cccc([N+](=O)[O-])c2)NC(=O)c2ccco2)cc1	i	i	i	i	i	5	-0.5	i	i	i	i
COC(=O)c1c(NC(=O)c2ccco2)sc2c1CCN(C(C)C)C2	i	i	i	i	i	2	-0.3	i	i	i	i
O=C1/C(=N\S(=O)(=O)c2cccs2)C([n+]2cccc(Cc3ccccc3)c2)=C([O-])c2ccccc21	i	i	i	i	i	6	1.1	i	i	i	i
COCC(C)Nc1ccc(S(=O)(=O)N2CCCC2)cc1[N+](=O)[O-] (stereo unspecified)	i	i	i	i	i	1	-0.1	i	i	i	i
CC1CCC(NC(=O)CCS(=O)(=O)c2ccc3c(c2)CCN3C(=O)C2CC2)CC1 (stereo unspecified)	i	i	i	i	i	4	-0.6	i	i	i	i
Cc1ccc(-c2cc3ccccc3nc2N)cc1	i	i	i	43*	i	29	4.0	i	i	i	i
COc1ccc(CN2C(=O)c3cccnc3C2=O)cc1S(=O)(=O)N(C)Cc1ccco1	i	i	i	i	i	20	0.1	i	i	i	i
CC1CN(c2nc3ccccc3nc2C(C#N)C(=O)OC2CCCCC2)CC(C)O1 (stereo unspecified)	i	i	i	i	i	24	-0.3	i	i	i	i
ONC(=Nc1ccc(Cl)cc1)c1ccccc1	i	i	i	i	i	-39	4.1	i	i	i	i
COc1ccc(NC(=O)NNC(=O)COc2ccc3ccccc3c2)cc1	i	i	i	i	i	30	0.4	i	i	i	i
CCCCOc1ccc(N(CC(=O)NCC2CCCO2)C(=O)CCC(=O)Nc2cc(C)ccn2)cc1 (stereo unspecified)	i	i	i	i	i	26	-2.1	i	i	i	i
O=C(/C=C/c1ccc(Cl)c([N+](=O)[O-])c1)c1cccnc1	i	i	i	i	i	13	-0.2	i	i	i	i
CCOC(=O)c1cnn(-c2ccccc2)c1NC(=O)CN1CCCCC1	i	i	i	i	i	10	-0.6	i	i	i	i
N#Cc1c(N)c2ccccn2c1C(=O)c1ccc(Br)cc1	i	i	i	i	i	5	-0.5	i	i	i	i
CN(C)CCCCOc1cccc(Br)c1	i	i	i	i	i	14	0.9	i	i	i	20*
COc1ccc(C)cc1NC(=O)CNC(=O)[C@@H]1Cc2ccccc2CN1	i	i	i	i	i	-6	0.0	i	i	i	i
CCCNC(=O)CS(=O)Cc1nc(-c2ccccc2C)oc1C (stereo unspecified)	i	i	i	i	i	38	-0.2	i	i	i	i
CN(C)c1nc(N)nc(Cn2nnc(-c3ccc(C(F)(F)F)cc3)n2)n1	i	i	i	i	i	-6	-0.2	i	i	i	i
S=C(Nc1ccc(N2CCOCC2)cc1)Nc1ccc2nc(-c3ccco3)c(-c3ccco3)nc2c1	i	i	i	i	i	29	-8.9	i	i	i	i
O=C(CSc1nnc(-c2cccnc2)n1-c1ccccc1)Nc1ccc2c(c1)OCO2	i	i	i	i	i	8	0.0	i	i	i	i
COc1ccc(-c2cn(-c3ccc(OC)cc3)c3[n+]2-c2ccccc2CC3)cc1	i	i	i	i	i	19	0.3	i	i	-7.9*	i
CCN(CC)S(=O)(=O)c1ccc2c(c1)nc(CCC(=O)Nc1ccc(N3CCOCC3)cc1)n2C	i	i	i	i	i	-2	-1.0	i	i	i	i
COc1cc(S(=O)(=O)N2CCN=C2c2ccccc2)c(OC)cc1Cl	i	i	i	i	i	6	-0.6	i	i	i	i
O=C(CN1CCN(C(=O)c2ccco2)CC1)Nc1cc(C(F)(F)F)ccc1Cl	/	/	i	i	i	14	0.2	/	/	i	/
CC(C)CSc1n[nH]c(=S)s1	i	i	i	i	i	-49	0.5	i	i	i	i
Cc1cc(C)n(C(=O)c2cccc(S(=O)(=O)N3CCCCC3)c2)n1	i	i	i	i	i	11	0.0	i	i	i	i
CCc1ccccc1-n1c(SCC(=O)N2CCCC2)nnc1-c1ccccn1	i	i	i	i	i	23	0.1	i	i	i	i
CCOC(=O)c1c(CN(C)C)n(-c2ccccc2)c2cc(Br)c(OC)cc12	i	i	i	i	i	22	-8.8	i	i	i	i
Cc1ccc(N2CCN(C(=O)c3cc(C(=O)c4ccccc4C)c[nH]3)CC2)c(C)c1	i	i	i	i	i	25	-0.9	i	i	i	i
CCOc1ccc2cc(C3CC(c4ccco4)=NN3S(=O)(=O)c3ccccc3)c(Cl)nc2c1 (stereo unspecified)	i	i	i	i	i	25	1.1	i	i	i	i
O=C(CSc1nnc(NC(=O)C2CC(=O)N(c3ccc(F)cc3)C2)s1)NCC1CCCO1 (stereo unspecified)	i	i	i	i	i	20	-0.5	i	i	i	i
CCOc1ccc(N2C(=O)CC(NC3CCN(C(=O)c4cccs4)CC3)C2=O)cc1 (stereo unspecified)	i	i	i	i	i	4	0.9	i	i	i	i
CCNC(=S)N(Cc1cc2cc(C)c(C)cc2[nH]c1=O)C1CCCC1	i	i	i	i	i	2	-0.2	i	i	i	i
O=C(CSc1nnc(C2CC2)n1-c1ccccc1)NCCN1C(=O)CSC1=O	i	i	i	i	i	14	0.1	i	i	i	i
COc1ccc(CC(=O)NNS(=O)(=O)c2ccccc2[N+](=O)[O-])cc1OC	i	i	i	i	i	31	-0.3	i	i	i	i
Cc1cc(C)cc(C(=O)NCC(=O)OCC(=O)Nc2cccnc2Cl)c1	i	i	i	i	i	-2	0.2	i	i	i	i
Cc1ccc(NC(=O)c2cccnc2)c([N+](=O)[O-])c1	i	i	i	i	i	7	-0.4	i	i	i	i
CCC/C(O)=C1\C(=O)CC(C)(C)CC1=Nc1cccc([N+](=O)[O-])c1	i	i	i	i	i	-2	0.3	i	i	i	i
Cc1cc(C)cc(-n2c(C)cc(/C=N/NC(=O)CN(c3c(C)cccc3C)S(C)(=O)=O)c2C)c1	i	i	i	i	i	20	-0.6	i	i	i	i
CCOC(=O)N1CCC(N(CCN(C)C)C(=S)Nc2ccccc2Cl)CC1	i	i	i	i	i	9	0.4	i	i	i	i
O=C(NC(=S)Nc1ccc(S(=O)(=O)N2CCCCCC2)cc1)c1cccs1	i	i	i	i	i	18	0.0	i	i	i	i
CC(NC(=O)COc1cccnc1[N+](=O)[O-])c1ccc(Cl)cc1 (stereo unspecified)	i	i	i	i	i	19	0.0	i	i	i	i
COC(=O)C1(C)NCCc2c1[nH]c1ccccc21 (stereo unspecified)	i	i	i	i	i	22	0.0	i	i	i	i
COc1cc(/C=C(\C#N)c2ccccn2)ccc1OCC(=O)Nc1ccc(Br)cc1	i	i	i	i	i	20	/	i	i	i	i

Molecules listed so far that contain a CF3 group, in the order listed:
SMILES	TRPC6 inhibitor	TRPC4 inh	MrgX1 PAM	MrgX1 agonist	PolyA inh	AI-2 QS mod	HIF activator	TRPC4 act	TRPC6 act	MrgX1 antagonist	TRPC4 PAM
CN(C)c1nc(N)nc(Cn2nnc(-c3ccc(C(F)(F)F)cc3)n2)n1	i	i	i	i	i	-6	-0.2	i	i	i	i
O=C(CN1CCN(C(=O)c2ccco2)CC1)Nc1cc(C(F)(F)F)ccc1Cl	/	/	i	i	i	14	0.2	/	/	i	/

More records follow:
SMILES	TRPC6 inhibitor	TRPC4 inh	MrgX1 PAM	MrgX1 agonist	PolyA inh	AI-2 QS mod	HIF activator	TRPC4 act	TRPC6 act	MrgX1 antagonist	TRPC4 PAM
CCCn1nnnc1SCC(=O)Nc1sc(C)c(C)c1C#N	i	i	i	i	i	12	-0.3	i	i	i	i
Cc1ccc(C(OC(=O)c2ccco2)C(=O)NC(C)(C)C)cc1 (stereo unspecified)	i	i	i	i	i	-1	-0.1	i	i	i	i
Cc1ccc(NS(=O)(=O)Cc2ccccc2)cc1Cl	i	i	i	i	i	9	-0.5	i	i	i	i
Cc1cccc(CC2S/C(=N/c3cccc(C)n3)NC2=O)c1 (stereo unspecified)	i	i	i	i	i	-6	0.2	i	i	i	i
CCn1c(SCCN2CCOCC2)nc2c1c(=O)n(C)c(=O)n2C	i	i	i	i	i	15	-1.4	i	i	i	i
COC(=O)C1C(C(C)C)N(c2ccccc2)OC1(C)O (stereo unspecified)	i	i	i	i	i	4	0.0	i	i	i	i
Cc1ccnc(NS(=O)(=O)c2ccc(NC(=O)c3ccc(N4C(=O)CCC4=O)cc3)cc2)n1	i	i	i	i	i	18	-1.0	i	i	i	i
Cc1ccc(S(=O)(=O)N2CCCc3cc(NC(=O)c4c(F)cccc4F)ccc32)cc1	i	i	i	i	i	16	1.0	i	i	i	i
O=C(NCC1COc2ccccc2O1)c1ccc(-n2cncn2)c([N+](=O)[O-])c1 (stereo unspecified)	i	i	i	i	i	25	-0.3	i	i	i	i
CCN(CC)C(=O)CN(Cc1ccccc1)S(=O)(=O)c1ccc(F)cc1	i	i	i	i	i	9	0.1	i	i	i	i
COc1ccc(C(=O)C2CCCN(C(=O)c3noc4c3CCCC4)C2)cc1F (stereo unspecified)	i	i	i	i	i	3	-0.5	i	i	i	i
CS(=O)(=O)c1ccc2nc(NC(=O)C3C4C=CC(C4)C3C(=O)O)sc2c1 (stereo unspecified)	i	i	i	i	i	14	0.3	i	i	i	i
O=C(Cc1ccc(Cl)cc1)NC(=S)Nc1ccccc1O	i	i	i	i	i	-50	-0.2	i	i	i	i
CCCCn1c(=O)[nH]c(=O)c2c1nc(-c1ccc(-c3ccc(F)cc3)o1)n2C	i	i	i	i	i	25	0.0	i	i	i	i
